# Menin-MLL TR inh – menin-MLL binding inhibition, Texas Red mutant peptide | AID 1768 | 270,000 compounds, 0.23% hits | Menin + Texas Red MLL mutant peptide, fluorescence polarization | O00255 | Potency, µM (top dose mostly 61.6 µM), for the others: at the highest dose FP activity change, negative = inhibition, actives largely listed as inhibitors; active = well fitted inhibition curve with a large enough effect in the polarisation, with a control signal flat, not every such curve was filed as active; inconclusive = small, poorly fitted or top-dose-only effect, or effect the other way, or a change in a side signal; inactive = no such curve, though single readings can be large or run the other way; the % refers to the polarisation; also: potency is read from the fitted curve at half-maximal effect; % of control where 0% means no effect; many of its hits are not listed in these tables
# Mito fusion yeast – mitochondrial division inhibition or fusion activation. S. cerevisiae fusion-defective mutant growth rescue, CellTiterGlo 48 h. 320,000 compounds, 0.23% hits. Potency, µM (series often up to 46.1 µM), for the others: top-dose growth rescue (activation), most hits filed as activators;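 also: potency is read from the fitted curve at half-maximal effect; % of control where 0% means no effect; nearly all actives have a fitted effect of over 45% in size; temperature-sensitive fusion mutants such as fzo1-1 at 37 °C on non-fermentable ethanol glycerol medium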
#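 Luminescent cell viability in 1536-well qHTS format served as the measure of rescued growth in ts fusion-mutant S. cerevisiae cultured on non-fermentable YPEG for 48 hours at 37C.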
# PKM2 activator – activators of human pyruvate kinase M2 | P14618 | purified PKM2, Kinase-Glo ATP luminescence, activation; response scale: 0% is enzyme alone, no compound | Potency, µM (top dose mostly 57.5 µM), for the others: top-dose activation, hits mostly activators | 260,000 compounds, 0.34% hits | AID 1631; also: potency is read from the fitted curve at half-maximal effect; % is scaled to controls: 0 for no effect and ±100 for the full control effect; nearly all actives have a fitted effect of over 55% in size
# Target sequence (P14618 whole entry, looked up): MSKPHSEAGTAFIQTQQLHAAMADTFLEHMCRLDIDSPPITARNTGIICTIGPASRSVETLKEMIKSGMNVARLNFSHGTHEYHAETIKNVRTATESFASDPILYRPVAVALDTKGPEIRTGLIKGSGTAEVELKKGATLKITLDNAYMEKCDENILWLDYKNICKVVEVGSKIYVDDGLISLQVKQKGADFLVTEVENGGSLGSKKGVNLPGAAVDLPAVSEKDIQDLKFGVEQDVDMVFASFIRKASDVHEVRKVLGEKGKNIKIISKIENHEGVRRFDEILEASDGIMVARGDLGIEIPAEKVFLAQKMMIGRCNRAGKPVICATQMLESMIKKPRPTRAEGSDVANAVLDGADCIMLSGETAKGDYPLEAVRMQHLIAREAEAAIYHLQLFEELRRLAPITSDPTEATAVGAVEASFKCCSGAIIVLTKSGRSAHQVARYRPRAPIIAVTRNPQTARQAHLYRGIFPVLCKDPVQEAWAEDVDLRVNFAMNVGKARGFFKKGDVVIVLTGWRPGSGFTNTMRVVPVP
#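 Purified hPK-M2 (>95%) run at intermediate activity with 0.1 mM ADP and 0.5 mM PEP in 50 mM imidazole pH 7.2, KCl, MgCl2; 1 h room temperature. ATP formed read by Kinase-Glo luminescence; normalized to uninhibited and no-enzyme controls.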
# Gal4-VP16 FLuc – Gal4-VP16 reporter inhibition counter-screen; Drosophila S2 Gal4-VP16 UAS-luciferase, luminescence, 20 h; Potency, µM (doses to about 53.6 µM), without a hit: at the top dose activity, negative = inhibition, actives largely listed as inhibitors; 310,000 compounds, 3.5% hits; AID 2546;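 also: Gal4-VP16 expression switched on by copper sulfate through the metallothionein promoter; potency is read from the fitted curve at half-maximal effect; % is scaled to controls: 0 for no effect and ±100 for the full control effect; nearly all actives have a fitted effect of over 50% in size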
# ELG1 DNA repair – ELG1-dependent DNA repair inhibition. 330,000 compounds, 2.3% hits. HEK293T ELG1-luciferase reporter, luminescence, 16 h; DNA damage induced by 5-fluorouridine. Potency, µM (titrated, usually from 46.1 µM), for inactives: top-dose activity change, negative = inhibition, most hits filed as inhibitors; also: potency is read from the fitted curve at half-maximal effect; % is scaled to controls: 0 for no effect and ±100 for the full control effect; nearly all actives have a fitted effect of over 55% in size
#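 5-Fluorouridine DNA damage + compound/DMSO, 2,000 cells/well, 16 h, 37 °C/5% CO2. ONE-Glo, 30 min RT, luminescence. Readout = decrease in reporter signal.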
# FLuc counter – counter-screen for miR-21 project: firefly luciferase inhibitors or activators. purified FLuc, Km substrates, luminescence inhibition. Potency, µM (highest dose often 57.5 µM), for the others: top-dose activity change, negative = inhibition, usual class: inhibitors. 360,000 compounds, 6.9% hits;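 also: potency is read from the fitted curve at half-maximal effect; plate controls were vehicle for no effect and reference inhibitor for full effect; nearly all actives have a fitted effect of over 55% in size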
#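 Purified P. pyralis luciferase (10nM final) with 10uM D-luciferin and 10uM ATP (Km levels) in 50mM Tris acetate pH 7.5, 10mM Mg acetate, 0.01% Tween-20, 0.05% BSA; qHTS 6-point titration, ~60 µM downward; luminescence read.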
# Rab9 prom act – Rab9 promoter activation. Potency, µM (top dose mostly 9.22 µM), for the others: top-dose activation, negative = inhibition, hits mostly activators. Huh7 Rab9 promoter-luciferase reporter, luminescence, 24 h. 320,000 compounds, 2.8% hits; also: potency is read from the fitted curve at half-maximal effect; % of control where 0% means no effect; nearly all actives have a fitted effect of over 60% in size
#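 Steps: seed 1500 Huh7 Rab9-luc cells per well, rest 2 h at 37 °C; add compound in DMSO; incubate 24 h; add luciferase reagent, 10 min ambient; read luminescence.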
# RORg inh – blocks mouse ROR gamma transcriptional activity; 310,000 compounds, 5.4% hits; Potency, µM (series often up to 53.6 µM), for the others: at the top dose activity change, negative = inhibition, actives largely listed as inhibitors; Drosophila S2 Gal4-RORgamma UAS-luciferase reporter, 20 h; P51450; also: potency is read from the fitted curve at half-maximal effect; % is scaled to controls: 0 for no effect and ±100 for the full control effect; nearly all actives have a fitted effect of over 60% in size
# Target sequence (P51450 whole entry, looked up, the tested form may be a part): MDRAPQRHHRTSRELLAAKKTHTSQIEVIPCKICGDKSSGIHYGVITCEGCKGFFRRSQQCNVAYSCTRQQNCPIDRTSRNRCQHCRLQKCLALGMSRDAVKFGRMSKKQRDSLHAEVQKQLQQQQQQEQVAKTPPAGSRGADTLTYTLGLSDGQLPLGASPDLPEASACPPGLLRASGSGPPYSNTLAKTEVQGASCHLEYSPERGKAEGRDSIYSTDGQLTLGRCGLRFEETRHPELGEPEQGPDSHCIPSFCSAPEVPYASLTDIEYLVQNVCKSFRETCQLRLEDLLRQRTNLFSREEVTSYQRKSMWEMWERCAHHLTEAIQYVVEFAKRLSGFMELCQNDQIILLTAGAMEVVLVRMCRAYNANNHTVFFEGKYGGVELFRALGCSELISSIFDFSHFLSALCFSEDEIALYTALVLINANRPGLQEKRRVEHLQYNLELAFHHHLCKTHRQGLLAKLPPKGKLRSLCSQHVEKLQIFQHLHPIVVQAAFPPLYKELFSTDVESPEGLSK
#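 Drosophila S2 cells stably expressing Gal4-DBD/mouse RORγ fusion under metallothionein promoter plus UAS-luciferase; compound 1 h, then 700 uM CuSO4 induction for 20 h at ambient temperature; inhibition read as reduced luminescence.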
# MBNL1 CUG block – inhibitors of human MBNL1 binding to CUG repeat RNA | Q9NR56 | TR-FRET MBNL1-His/biotin-(CUG)12 binding, 665/545 ratio | Potency, µM (highest dose often 57.5 µM), inactives show at the top dose activity change, negative = inhibition, hits mostly inhibitors | 280,000 compounds, 0.036% hits | AID 2675; active = well fitted inhibition curve with a large enough effect in the signal ratio, with a control signal flat, not every such curve was filed as active; inconclusive = small, poorly fitted or top-dose-only effect, or effect the other way, or a change in a side signal; inactive = no such curve, though single readings can be large or run the other way; the % refers to the signal ratio; also: potency is read from the fitted curve at half-maximal effect; % is scaled to controls: 0 for no effect and ±100 for the full control effect
#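 Compounds (final 92 nM to 58 uM) are added to His-tagged MBNL1 and biotin-(CUG)12, then terbium anti-His antibody and streptavidin-XL665 (5 nM final). After 60 min at room temperature, the 665/545 nm ratio is read.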
# NPC1 prom act – activators of NPC1 promoter; Huh7 NPC1 promoter luciferase reporter, 24 h; Potency, µM (series often up to 9.22 µM), without a hit: at the top dose activation, usual class: activators; 320,000 compounds, 2.4% hits; AID 485313;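 also: potency is read from the fitted curve at half-maximal effect; % of control where 0% means no effect; nearly all actives have a fitted effect of over 60% in size; reporter is driven by a mutant NPC1 promoter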
#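 Luminescence from an NPC1 promoter-driven luciferase reporter in stably transfected Huh7 cells was measured after 24 h compound treatment at 37 °C, followed by 10 min ambient incubation with luciferase detection reagent.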
# KCNH2 3.1 block – KCNH2 3.1 (human) potassium channel inhibition; U2OS KCNH2 3.1, thallium flux FluxOr; active compounds read low; activity change, % (tested at about 1.8 µM); 340,000 compounds, 0.95% hits; AID 720553;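 active = maximum activity change below -70%; inconclusive = maximum activity change from -70% to -50%; inactive = maximum activity change above -50%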;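 also: thallium influx rate constant from kinetic fluorescence after stimulation buffer; % is scaled to controls: 0 for no effect and ±100 for the full control effect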
#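 U2OS cells transduced with KCNH2 3.1 mutant virus (1.77 x 10^8 /mL, 4 h), plated overnight at 37 C, loaded 45 min with FluxOr dye plus Red40 quencher. Thallium flux rate constant from kinetic reads after stimulation buffer, normalised to controls.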
# An asterisk follows results filed as active; ? = inconclusive; . = not tested or not shown; [ ] = another dose, or the depositor's remark. Unless noted, calls follow the shape of the dose curve; as a rule, active = well fitted curve in the direction sought with a large enough effect; inconclusive = small, poorly fitted or top-dose-only effect, or another doubt; inactive = no such curve, though single readings can be large; an effect the other way counts as inactive or inconclusive. Only part of the results is shown; rates above refer to the full screens.
SMILES,Menin-MLL TR inh,Mito fusion yeast,PKM2 activator,Gal4-VP16 FLuc,ELG1 DNA repair,FLuc counter,Rab9 prom act,RORg inh,MBNL1 CUG block,NPC1 prom act,KCNH2 3.1 block
O=C1CN(C(=O)COc2ccc(F)cc2Cl)c2ccccc2N1,.,2%,1%,-6%,?,-26%,1%,30%,-11%,-3%,3
Cc1nn(Cc2ccccc2)c(C)c1NC(=O)CCCn1nc([N+](=O)[O-])c(Cl)c1C,4%,-8%,-5%,-3%,-5%,-1%,11%,-6%,?,5%,-7
CCOP(=O)(c1ccc(N(C)C)cc1)C(O)c1ccncc1 (stereo not given),.,-2%,0%,3%,-4%,0%,-3%,-10%,-5%,0%,32
Cc1cc(NC(=O)CNCC(c2ccccc2)N(C)C)c([N+](=O)[O-])cc1C (stereo not given),-22%,-10%,.,-11%,9%,-2%,0%,-20%,4%,-6%,12
C=CCn1c(SCC(=O)N(C)C)nc2sc3c(c2c1=O)CCC3,-10%,-4%,-3%,-3%,?,0%,-4%,-7%,-6%,0%,-2
CCC(C)(C)n1nnnc1C(c1cc2ccc(OC)cc2[nH]c1=O)N1CCc2ccccc21 (stereo not given),0%,?,24%,-3%,?,-2%,13%,18%,?,-8%,7
Cn1nc(-c2ccccn2)nc2c(=O)n(C)c(=O)nc1-2,12%,-20%,6%,0.56µM*,?,4%,-45%[inhibitor],0.45µM*,?,-42%[inhibitor],1
CC1(C)CC(=O)C(/C=N/n2c(C(F)(F)F)nc3ccccc3c2=O)=C(O)C1,?,0%,8%,-22%,-13%,1%,1%,-25%,8%,1%,17
CCCCn1c(N)c(N(C)C(=O)c2ccc(OCC3CCCO3)cc2)c(=O)[nH]c1=O (stereo not given),.,-4%,.,.,10%,.,1%,.,.,-1%,-18
CCn1c(SCC(=O)N(C)C2CCS(=O)(=O)C2)nnc1-c1ccccc1 (stereo not given),4%,-5%,-7%,1%,2%,0%,-8%,0%,3%,-3%,1
CCNc1nc(NCC)nc(N/N=C/c2ccc(O)c(OC)c2)n1,.,-1%,-2%,-2%,?,?,-4%,-37%,10%,0%,8
COc1ccc(COC(=O)N/N=C(\C)CC(=O)Nc2ccc(Cl)cc2)cc1,0%,1%,11%,9%,6%,3%,3%,6%[10 µM],.,-6%,-35
Nc1ccc2nn(-c3cccc4ccccc34)nc2c1,?,2%,4%,14%,?,19µM*,12%,0%,6%,8%,4
CCCCc1nnc(NC(=O)c2ccc(-n3cncn3)c([N+](=O)[O-])c2)s1,.,-2%,.,.,-18%,-1%,3%,.,.,-1%,22
C[C@@H](C(=O)NC1CCN(Cc2ccccc2)CC1)N1C(=O)N2CCc3c([nH]c4ccccc34)[C@@]2(C)C1=O,6%,1%,0%,6%,-21%,2%,-2%,9%,-7%,2%,-41
O=C1c2ccccc2N2C(=O)c3ccccc3C2N1O (stereo not given),1%,2%,-2%,?,5%,4%,9%,?,-5%,1%,4
CCOC(=O)CSc1nc(C)c(C(C)=O)cc1C#N,0%,4%,-17%,-2%,?,?,?,?,13%,24%,-12
Cc1cc(NC(=S)N(Cc2cccc(Br)c2)CC2CCC(C(=O)O)CC2)ccc1Cl (stereo not given),?,10%,-1%,2%,15%,?,-2%,?,-16%,-3%,-3
Cc1cccc(Cn2c(N(C)Cc3ccccc3)nc3c2c(=O)[nH]c(=O)n3C)c1,?,22%,-3%,-9%,?,-2%,-1%,-1%,-1%,6%,-7
CCCOCC(O)CC(Cc1ccccc1)C(=O)NN (stereo not given),.,0%,0%,-1%,-2%,0%,3%,13%,-4%,-5%,4
Brc1cc2c(cc1/C=N/Nc1nc(N3CCCCC3)nc(N3CCCCC3)n1)OCO2,?,-1%,1%,-6%,-9%,?,15%,1.8µM*,6%,5%,.
CC(=O)Nc1cc(C)c2nc(NC(C)=O)sc2c1,.,4%,11%,14%,?,?,26%,-8%,1%,24%,30
O=C(NN=C1CCC(=NNC(=O)c2ccccn2)CC1)c1ccccn1,13%,-3%,-5%,2%,?,?,9%,-15%,13%,0%,4
COc1ccc(CNC(=O)CCCn2ccc3cc(S(=O)(=O)N4CCCC4)ccc32)cc1,2%,9%,-6%[0.46 µM],4%,?,?,0%,25%,-3%,-8%,-7
O=C(CN1C(=O)CCOc2ccccc21)Nc1ccc(Cl)c(S(=O)(=O)N2CCOCC2)c1,.,-1%,.,.,-17%,-2%,-2%,.,.,-3%,-6

# Shown as a hit in RORg inh, of those listed so far:
molecule	Menin-MLL TR inh	RORg inh	MBNL1 CUG block	NPC1 prom act
Cn1nc(-c2ccccn2)nc2c(=O)n(C)c(=O)nc1-2	12%	0.45µM*	?	-42%[inhibitor]
Brc1cc2c(cc1/C=N/Nc1nc(N3CCCCC3)nc(N3CCCCC3)n1)OCO2	?	1.8µM*	6%	5%

# (next part)
SMILES,Menin-MLL TR inh,Mito fusion yeast,PKM2 activator,Gal4-VP16 FLuc,ELG1 DNA repair,FLuc counter,Rab9 prom act,RORg inh,MBNL1 CUG block,NPC1 prom act,KCNH2 3.1 block
Nc1ccc(S(=O)(=O)Nc2nccc(/C=C/c3ccc([N+](=O)[O-])cc3)n2)cc1,?,1%,-6%,-13%,?,3%,-2%,-13%,23%,-5%,16
COc1cc2[nH]c(C(=O)N(C)Cc3ccccc3)cc2c(OC)c1OC,-29%,-9%,.,6%,?,-1%,-18%,-16%,13%,-3%,10
Nc1ccc(Nc2nc(-c3cc4ccccc4oc3=O)cs2)cc1,?,4%,11%,21%,?,2.4µM*,?,-13%,9%,?,-6
CC(NC(=O)CSc1nc2c(cc1C#N)CN(C)CC2)c1ccccc1 (stereo not given),-14%,1%,2%,0%,?,-12%,13%,10%,?,1%,-17
CCCSC(=S)c1c(C)[nH]n(-c2ccccc2)c1=O,.,8%,0%,0.79µM*,13µM*,?,-4%,0.32µM*,.,1%,7
COc1ccc(-n2c3c(cc(C#N)c2=O)C(=O)CCC3)cc1,5%,-9%,1%,2%,21%,-1%,1%,-19%,4%,-6%,6
N/C(=N\OC(=O)Cc1ccccc1)c1ccncc1,-1%,-2%,0%,22%,-3%,0%,0%,1%,5%,-1%,5
NC(=O)c1nsc(C(=O)N(Cc2cccnc2)C(C(=O)NCc2ccccc2)c2ccc(O)cc2)c1N (stereo not given),10%,2%,-2%,-1%,2%,1%,3%,22%,?,1%,4
CCN1CCN(S(=O)(=O)c2c(C)cc(C)cc2C)CC1,-22%,-1%,-2%[11.5 µM],6%,-7%,-3%,3%,-42%,0%,3%,1
CC(=O)N/C(=N\c1nc(C)cc(C)n1)Nc1ccccc1Cl,?,-9%,.,2%,14%,1%,-2%,-13%,0%,-5%,-26
Cc1ccc(S(=O)(=O)N2CCC(=O)N(C(COCc3ccc(C(F)(F)F)cc3)C(C)C)CC2)cc1 (stereo not given),?,23%,-1%,3%,-10%,-3%,-5%,?,12%,-3%,-2
COC(=O)c1sc(N2C(=O)C(=O)/C(=C(/O)c3ccc(C)cc3)C2c2ccco2)nc1C (stereo not given),.,1%,?,2%,-13%,-12%,-4%,9%,8%,1%,0

# Compound profiles (already shown). Order of screens: Menin-MLL TR inh	Mito fusion yeast	PKM2 activator	Gal4-VP16 FLuc	ELG1 DNA repair	FLuc counter	Rab9 prom act	RORg inh	MBNL1 CUG block	NPC1 prom act	KCNH2 3.1 block
# Cc1ccc(S(=O)(=O)N2CCC(=O)N(C(COCc3ccc(C(F)(F)F)cc3)C(C)C)CC2)cc1 (stereo not given) in the list: ?	23%	-1%	3%	-10%	-3%	-5%	?	12%	-3%	-2
# CC(=O)N/C(=N\c1nc(C)cc(C)n1)Nc1ccccc1Cl in the list: ?	-9%	.	2%	14%	1%	-2%	-13%	0%	-5%	-26
# COc1cc2[nH]c(C(=O)N(C)Cc3ccccc3)cc2c(OC)c1OC in the list: -29%	-9%	.	6%	?	-1%	-18%	-16%	13%	-3%	10

# Screening results (PubChem)
